Mdm2 ligase inh: Mdm2 E3 ligase (human) inhibition; cell-based MDM2 ubiquitination luciferase reporter, 2 h; 0 = plate control, 100 = twice control, blank-subtracted; AID 1230; signal enhancement, % at 5 µM; 0.11% of 210,000 active;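 active means signal enhancement of 30% or more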;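 further: luminescence tracks abundance of the self-degrading MDM2-luciferase fusion protein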
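Timing – 2 h compound exposure at 37 °C · Assay system – mammalian cells stably expressing self-ubiquitinating, self-degrading MDM2 E3–luciferase fusion · Amount – 2000 cells seeded into each well · Measure – % luminescence enhancement versus blank-corrected plate control mean · Measured by – SteadyLite luminescence, 15 min reagent step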
eIF4E 4G PPI: inhibitors of eIF4E and eIF4G interaction in translation initiation. P63073+Q04637. TR-FRET eIF4E-eIF4GI(517-606) binding, 2 h. inhibition, % at 21.7 µM. 0.37% of 220,000 active. AID 782;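 active means inhibition above about 30%, limit read from the data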;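 further: 0% = full FRET control wells and 100% = background wells lacking eIF4GI fragment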
NPY2 pot ag: human NPY-Y2 potentiation or agonism, primary screen; P49146; cells expressing NPY-Y2, potentiator/agonist read-out; activation, % at 3.6 µM; 0.45% of 220,000 active; AID 1359; in the data active means activation above about 27%;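 further: cells stimulated with NPY near EC25 plus isoproterenol at EC100; 0% = vehicle plus submaximal agonist and 100% = vehicle plus saturating agonist; some results beyond the cut were filed as inactive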
Target sequence (P49146 whole entry, looked up): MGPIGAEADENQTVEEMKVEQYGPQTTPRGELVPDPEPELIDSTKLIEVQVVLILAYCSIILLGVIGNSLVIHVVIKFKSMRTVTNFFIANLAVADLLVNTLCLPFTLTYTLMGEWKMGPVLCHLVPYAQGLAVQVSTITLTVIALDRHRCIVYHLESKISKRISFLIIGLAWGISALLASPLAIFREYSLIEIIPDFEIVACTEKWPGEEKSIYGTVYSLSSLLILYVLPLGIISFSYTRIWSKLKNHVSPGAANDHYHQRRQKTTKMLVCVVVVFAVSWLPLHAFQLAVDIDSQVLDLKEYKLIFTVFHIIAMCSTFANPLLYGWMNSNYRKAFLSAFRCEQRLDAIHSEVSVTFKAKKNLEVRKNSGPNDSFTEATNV
S1P4 antagonist: antagonists of human S1P4 receptor; O95977; S1P4-expressing cells, antagonist mode, reporter read-out; inhibition, % at 4.98 µM; 0.26% of 220,000 active; AID 1510; in the data active means inhibition above about 29%;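 further: 0% = wells stimulated with agonist and 100% = vehicle wells without agonist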
S1P4 agonist: human S1P4 receptor agonism; O95977; S1P4-expressing cell line, agonist reporter assay; activation, % at 4.98 µM; 0.35% of 220,000 active; AID 1509; in the data active means activation above about 11%;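 further: 0% = DMSO vehicle and 100% = reference agonist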
Ba/F3 V617F tox: reduce viability of Ba/F3 cells dependent on JAK2V617F. 1.1% of 220,000 active. Ba/F3 EpoR-JAK2V617F viability, ATP luminescence. inhibition, % at 5.6 µM;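 active means inhibition above the campaign mean plus 3 SD over all tested compounds, cut at about 24% in these data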;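 further: cytokine-independent growth of Ba/F3 cells driven by EpoR plus mutant JAK2; 0% = DMSO-treated cells and 100% = JAK inhibitor I control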
Wee1 degr inh: inhibitors of human Wee1 degradation; P30291; AID 1321; reporter increase, % at 5 µM; 1.2% of 220,000 active; HeLa Luc-Wee1K328M stability, luciferase luminescence; 100% = proteasome inhibitor MG132 effect;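 active means activation above the mean of all tested compounds plus 3 SD, set per screening run, cut at about 8.8% in these data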;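 further: cells exposed to compound for 20 h before luminescence read; 0% = DMSO alone and 100% = MG132 at 30 µM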
Target sequence (P30291 whole entry K328M): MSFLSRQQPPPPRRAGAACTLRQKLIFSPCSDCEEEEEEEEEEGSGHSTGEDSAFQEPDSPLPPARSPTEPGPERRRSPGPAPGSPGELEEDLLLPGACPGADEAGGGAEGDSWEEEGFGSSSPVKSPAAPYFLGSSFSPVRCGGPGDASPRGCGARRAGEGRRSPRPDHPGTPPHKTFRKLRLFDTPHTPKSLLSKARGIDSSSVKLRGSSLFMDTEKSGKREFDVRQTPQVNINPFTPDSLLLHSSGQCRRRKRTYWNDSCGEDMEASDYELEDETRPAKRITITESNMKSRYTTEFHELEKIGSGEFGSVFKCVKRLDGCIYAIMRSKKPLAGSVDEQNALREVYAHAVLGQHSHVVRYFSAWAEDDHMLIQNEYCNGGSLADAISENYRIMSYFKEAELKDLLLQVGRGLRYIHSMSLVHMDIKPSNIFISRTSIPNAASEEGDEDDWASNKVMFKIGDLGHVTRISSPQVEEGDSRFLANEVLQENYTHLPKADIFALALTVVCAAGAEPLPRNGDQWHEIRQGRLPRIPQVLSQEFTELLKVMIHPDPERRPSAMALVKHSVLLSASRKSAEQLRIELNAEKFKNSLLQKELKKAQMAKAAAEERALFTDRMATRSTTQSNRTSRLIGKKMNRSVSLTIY
PERK inhibitor: human PERK inhibition, primary cell-based screen | Q9NZJ5 | inhibition, % at 5.6 µM | 0.17% of 220,000 active | CHO PERK-DD fusion, SEAP luminescence translation reporter;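 active means inhibition above the mean inhibition of all tested compounds plus 3 SD, set separately per screening campaign, cut at about 2.9% in these data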;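 further: PERK kinase domain activated by AP20187 dimerizer at 100 nM; 0% = DMSO with dimerizer and 100% = rapamycin at 8.4 µM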
BaF3 parental: counter-screen for JAK2V617F inhibitors: parental Ba/F3 viability inhibitors; CellTiter-Glo ATP luminescence; inhibition, % at 5.6 µM; 1.1% of 220,000 active;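 active means inhibition above a per-campaign cutoff, the mean inhibition of all tested compounds plus 3 SD, cut at about 27% in these data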;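 further: 0% = DMSO wells and 100% = JAK Inhibitor I control wells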
Active calls of the source: *; nt = no result given; [ ] = remark or other dose.

SMILES	Mdm2 ligase inh	eIF4E 4G PPI	NPY2 pot ag	S1P4 antagonist	S1P4 agonist	Ba/F3 V617F tox	Wee1 degr inh	PERK inhibitor	BaF3 parental
Cc1cc(C)cc(N(CC(=O)NC2CC3CCC2C3)S(C)(=O)=O)c1 (stereo not drawn)	-26	-1	23	-6	-1.3	-4	0	0.1	1
CC(C)(C)C(=O)N(Cc1ccccc1)c1ccccn1	-7	-2	-8	-2	1.1	0	2	0.6	5
COc1cccc(-c2nn(C)c3sc(C(=O)Nc4ccc5c(c4)OCCO5)cc23)c1	-30	-1[fluorescence artefact?]	0	-6	-0.7	-1	5	-0.4	5
O=C(Cn1nnc(-c2ccccc2)n1)NCc1cccs1	-29	1	-8	-5	0.3	-2	-5	1.0	3
Fc1ccc(-c2nnc3ccc(N4CCc5ccccc5C4)nn23)cc1	-7	-1	-29	5	4.4	-1	1	-0.5	4
O=C(Nc1ncc(Cc2ccccc2Cl)s1)c1ccc([N+](=O)[O-])cc1	-10	3	2	-24	1.8	1	-4	0.0	4
O=C(CSc1nc2c(cnn2-c2ccc(F)cc2)c(=O)[nH]1)Nc1nccs1	nt	1[fluorescence artefact?]	0	7	0.4	-1	-3	1.5	8
COc1ccc(OC(=O)Nc2ccccc2)cc1	-16	6	-12	-25	0.8	-1	0	-0.1	1
Cc1nc2nc3c(c(=O)n2[nH]1)CCCC3	-9	0[fluorescence artefact?]	-19	-18	1.1	2	-3	0.2	7
Cc1csc(NC(=O)C2CCN(S(=O)(=O)c3cccs3)CC2)n1	-2	0	12	4	-2.9	-6	1	0.1	-3
CN(C)CCn1c(C(=O)Nc2ccccc2)cc2ccccc21	-14	10[fluorescence artefact?]	-36	2	1.1	-2	-1	-0.4	1
Cc1cc(C(=O)Nc2c(C)n(C)n(-c3ccccc3)c2=O)c2ccccc2n1	-20	14	-17	-6	-0.5	-3	-1	0.0	5
CCN(CC)C(=O)CSc1nnc(CCCCCNC(=O)OC(C)(C)C)o1	-8	-1	8	11	0.2	2	1	-0.3	6
CCn1c(NCc2ccccn2)nc2c1c(=O)n(C)c(=O)n2C	-20	1	-15	-13	-1.8	3	1	0.6	6
COc1ccc(-n2ncc3c(N4CCCc5ccccc54)ncnc32)cc1	-15	-6	-22	4	-1.4	3	4	-1.9	5
Fc1ccc(-n2cnnn2)c(F)c1	-11	3	20	10	-0.6	-6	0	1.2	-1
Cc1ccc(NC(=S)N2CCCC(c3nc4ccccc4[nH]3)C2)cc1 (stereo not drawn)	-45	0	3	-9	1.5	-4	-1	1.3	8
O=C1OCc2ccc(NC(=O)c3sccc3Cl)cc21	-6	-5	-10	14	-0.2	1	-3	-0.5	1
CCOc1ccccc1NC(=S)N1CCN(c2nc(-c3ccc(F)cc3)cs2)CC1	-9	-6	-7	-8	0.1	3	2	0.0	5
O=[N+]([O-])c1ccc(Sc2cc[n+]([O-])c3ccccc23)c([N+](=O)[O-])c1	-12	-5	3	-6	-0.1	12	7	1.2	-6
O=C(C1CC1)N(Cc1nc2ccccc2c(=O)[nH]1)Cc1cccs1	-14	1	-21	15	-1.3	0	-2	-1.3	3
O=C(Cc1ccccc1)NNC(=O)C1CCCC1	-7	-1	1	-15	-0.2	-4	3	0.7	1
O=c1[nH]sc2ccccc12	-7	12	8	32*	3.2	16	3	0.6	3
CNC(=O)CSc1nc2ccccc2c(=O)n1-c1cc(OC)ccc1OC	nt	-13	7	-11	0.9	-2	-1	1.1	-11
O=C1/C(=C/c2ccccn2)SC(=S)N1c1ccc(O)cc1	-6	-10	37	2	0.3	-2	5	1.5	-4
Cc1nc([N+](=O)[O-])c(C(=O)OCc2ccccc2Br)n1C	5	0	6	8	-0.2	3	-1	0.1	8
O=S(=O)(c1ccc2c(c1)OCCO2)N(Cc1ccc(F)cc1)Cc1nnc(-c2cccs2)o1	8	-2	-16	-8	-0.3	0	2	-1.7	3
O=S(CC1CC1(Cl)Cl)CC1CC1(Cl)Cl (stereo not drawn)	-23	-3	-5	-1	2.3	5	-1	-0.1	10
O=C(CC(c1ccccc1)c1ccccc1O)NCc1ccco1 (stereo not drawn)	-20	-2	6	-2	-0.5	-1	5	0.9	1
O=C(Nn1cnnc1)c1cc2cc(Br)ccc2oc1=O	-13	2	-25	-9	-1.8	-4	1	1.1	1
Nc1ccc(-c2cc(-c3ccc(N)cc3)nc(-c3ccccc3)n2)cc1	-8	-6	39*	-3	-0.5	-1	6	-0.6	6
Cc1cc(C)c(S(=O)(=O)c2ccccc2C)c(Cl)n1	-12	-3[fluorescence artefact?]	3	-33	0.0	1	-2	0.5	4
O=C(NC(=S)NC(c1ccccc1)c1ccncc1)c1ccccc1 (stereo not drawn)	-9	-2	15	-10	-2.0	23	0	-0.6	4
CCOCc1cc(C)[nH]c(=O)c1C#N	0	1	-6	-5	0.1	-2	0	1.0	2
CN1C(=O)CC(N2CCN(C(c3ccccc3)c3ccccc3)CC2)C1=O (stereo not drawn)	3	-9[fluorescence artefact?]	-15	-4	1.1	-5	1	-1.4	2
COc1ccc(C(=O)Nc2ccc(S(=O)(=O)Nc3nccnc3OC)cc2)cc1OC	-15	-2	-3	-13	-1.1	-2	0	0.8	2
[O-]c1c[n+](-c2ccc(-[n+]3cc([O-])on3)cc2)no1	-22	15	6	-11	-0.2	4	-1	-0.2	4
CCOC(=O)N1CCC(N2CCCC(C(=O)c3ccccc3OC)C2)CC1 (stereo not drawn)	-22	5	3	-7	2.6	1	1	-0.1	5
COC(=O)C1=C(N)Oc2cc(C)n(Cc3cccnc3)c(=O)c2C1c1cc(OC)ccc1OC (stereo not drawn)	2	-4[fluorescence artefact?]	12	9	2.6	-1	-2	0.8	6
CCOC(=O)N1[C@@H]2C=C(C)[C@@H]2[C@@H]2[C@@H](C)C(=O)N21	5	20	-13	-14	0.6	-2	-1	1.0	3
CCOC(=O)c1c(NC(=O)CC)sc(C(=O)N2CCCCC2)c1C	-9	1	7	-19	1.1	1	-2	-1.5	2
Cc1csc(NC(=O)c2ccc(Cl)cc2[N+](=O)[O-])n1	8	3	-2	11	-1.1	0	-1	1.3	5
O=C(NCc1ccco1)c1cccc(S(=O)(=O)N2CCOCC2)c1	-20	3	-6	10	-0.5	-1	3	-0.8	5
CSc1nc(Cl)c(Cc2ccc(OC(C)C)cc2)c(N(C)C)n1	-7	1	-7	-5	0.1	1	0	0.0	3
COc1cc(C)c(C(C)C)cc1S(=O)(=O)NCCCn1ccnc1	-8	-7	-8	-12	1.0	0	-1	0.1	5
Cn1nc(C(=O)NC2=NCCS2)ccc1=O	-9	nt	-9	7	0.3	0	1	0.2	1
COc1cccc(C(=O)Nc2c[nH]c(=O)[nH]c2=O)c1	nt	1	5	-17	2.2	-2	-1	1.8	-3
CCCCc1nc2ccccc2c(N)c1CCC (tested in a mixture with another compound)	-15	1	8	2	0.7	3	-3	-0.9	7
Cc1cc(NC(=O)CSc2ncnc3sc(C)c(C)c23)no1	-3	1	-15	-16	2.0	-1	3	-0.1	5
O=C(CSc1ccsc1[N+](=O)[O-])N1CCCCC1	-18	0	-5	3	1.5	-1	4	0.2	0

The list continues.
SMILES	Mdm2 ligase inh	eIF4E 4G PPI	NPY2 pot ag	S1P4 antagonist	S1P4 agonist	Ba/F3 V617F tox	Wee1 degr inh	PERK inhibitor	BaF3 parental
Cc1ccc(/C=C2\SC(=S)N(CCC(=O)NNC(=O)c3cccnc3)C2=O)cc1	-6	0	-5	-3	1.1	-2	1	0.9	2
CC12CCCCC1c1ccccc1C(=NCC(=O)O)N2 (stereo not drawn)	-5	-3	1	-6	0.3	1	-1	0.1	3
Cc1cccc(NC(=O)CSc2nnc(CNC(=O)c3cccs3)o2)c1C	3	-2	7	-14	4.4	-1	-1	0.7	3
Fc1ccc(-c2nnc(CSc3nnc(-c4cccs4)o3)o2)cc1	-7	5	-13	4	-1.8	-3	1	0.8	3
CCC1(CC)NC(=O)N(CC(=O)OCC(=O)NC(=O)c2ccc(Cl)cc2)C1=O	nt	1	-27	0	-1.4	2	1	1.5	6
Cc1cccn2c(=O)c(/C=C(\C#N)C(=O)NCc3ccco3)c(N3CCCCC3)nc12	-16	3	-2	-7	-0.2	-4	0	-0.9	-1
Cc1cc(C)nc(SCc2nnc(SCC(=O)Nc3nccs3)n2Cc2ccco2)n1	-47	5	16	-15	0.8	1	-2	-1.0	7
CC(OC(=O)Cn1c(C(F)(F)F)nc2ccccc21)C(=O)N1CCCc2ccccc21 (stereo not drawn)	-12	-1	-7	-8	0.9	0	1	-1.1	2
COc1ccc(Nc2ccc3c(c2)=NC2(CCCCC2)[N+]=3[O-])cc1	0	-9[fluorescence artefact?]	25	11	-1.2	44*	-3	-0.6	2
CCOC(=O)c1c(N)n(CCOC(=O)c2cccs2)c2nc3ccccc3nc12	-7	-8	14	-14	0.1	-3	-3	-1.6	0

Some of these compounds in order of molar mass, high to low.
SMILES	Mdm2 ligase inh	eIF4E 4G PPI	NPY2 pot ag	S1P4 antagonist	S1P4 agonist	Ba/F3 V617F tox	Wee1 degr inh	PERK inhibitor	BaF3 parental
Cc1cccn2c(=O)c(/C=C(\C#N)C(=O)NCc3ccco3)c(N3CCCCC3)nc12	-16	3	-2	-7	-0.2	-4	0	-0.9	-1
Fc1ccc(-c2nnc(CSc3nnc(-c4cccs4)o3)o2)cc1	-7	5	-13	4	-1.8	-3	1	0.8	3
CC12CCCCC1c1ccccc1C(=NCC(=O)O)N2 (stereo not drawn)	-5	-3	1	-6	0.3	1	-1	0.1	3

Following part.
SMILES	Mdm2 ligase inh	eIF4E 4G PPI	NPY2 pot ag	S1P4 antagonist	S1P4 agonist	Ba/F3 V617F tox	Wee1 degr inh	PERK inhibitor	BaF3 parental
Cc1cc(C)c(S(=O)(=O)N2CCC(C(N)=O)CC2)cc1C	-19	4	-3	-7	-1.5	1	1	-1.0	5
CCOC(=O)N1CCC(N2CCN(S(=O)(=O)c3ccc([N+](=O)[O-])cc3)CC2)CC1	-18	-6	4	-9	-2.4	2	-3	-1.5	1
COc1cccc(-c2nnn(C/C(N)=N/O)n2)c1	-10	2	3	-20	2.0	-7	-3	1.5	1
Cc1ccc(S(=O)(=O)N2CCOCC2)cc1C(=O)NCCCn1ccnc1	-12	-6	-11	5	-9.2	-2	1	0.8	5
CC(C)S(=O)(=O)C1=NSC2=NC(=O)/C(=C\c3ccc(-c4ccccc4)o3)C(=N)N21	-11	2[fluorescence artefact?]	-2	-19	2.1	-2	-2	1.4	3
CCc1cc(C(=O)Cc2nc3ccccc3[nH]2)c(O)cc1O	nt	7	-2	-8	3.1	4	1	0.6	8
O=C(NC(=O)c1ccccc1Cl)Nc1ccc(-c2cnco2)cc1	-7	-5	2	15	-0.5	-1	10.0*	1.0	-3
N#Cc1ccccc1NC(=O)c1ccccc1OCC(=O)NCc1ccco1	5	1[fluorescence artefact?]	-12	15	2.4	2	0	-1.0	5
CC(=O)OC(C(=O)n1nc(C)cc1C)c1ccccc1 (stereo not drawn)	-13	-1[fluorescence artefact?]	-13	-19	1.0	1	4	0.6	4
O=C(NCc1ccccc1Cl)c1ccc(Cn2cc(C(F)(F)F)ccc2=O)cc1	0	-2	-2	-2	-0.9	0	2	1.2	10
COc1ccc(NC2CC(=O)N(c3cccc([N+](=O)[O-])c3)C2=O)cc1 (stereo not drawn)	-6	1	12	-10	-1.5	-2	1	0.2	4

Compound activity deposited in PubChem BioAssay by several laboratories.
